High-throughput results: PubChem, Broad Institute
DENV2 CPE – inhibitors of DENV2 cytopathic effect. DENV2-infected cells, cytopathic effect rescue, plate reader. CPE inhibition, % at 9.99 µM. 350,000 tested, 1.7% active; in the data active = CPE inhibition above about 20%, passing the limit was not always enough; inconclusive = no clear call, values can overlap the other calls; tested in BHK-21 cells;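 note: 0% = median of neutral control wells and 100% = median of positive control wells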
ERAP1 inh – blocks human ERAP1 aminopeptidase activity; Q9NZ08; recombinant ERAP1, Leu-AMC fluorescence, 60 min; inhibition, % at 10.7 µM; 340,000 tested, 0.15% active;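 active = mean replicate inhibition of at least 30%, or all replicates individually reaching that 30% level; inactive = mean below 30% and not every replicate reaching it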;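 note: 0% = neutral control wells and 100% = L-leucinethiol positive control wells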
Target sequence (Q9NZ08 whole entry, looked up): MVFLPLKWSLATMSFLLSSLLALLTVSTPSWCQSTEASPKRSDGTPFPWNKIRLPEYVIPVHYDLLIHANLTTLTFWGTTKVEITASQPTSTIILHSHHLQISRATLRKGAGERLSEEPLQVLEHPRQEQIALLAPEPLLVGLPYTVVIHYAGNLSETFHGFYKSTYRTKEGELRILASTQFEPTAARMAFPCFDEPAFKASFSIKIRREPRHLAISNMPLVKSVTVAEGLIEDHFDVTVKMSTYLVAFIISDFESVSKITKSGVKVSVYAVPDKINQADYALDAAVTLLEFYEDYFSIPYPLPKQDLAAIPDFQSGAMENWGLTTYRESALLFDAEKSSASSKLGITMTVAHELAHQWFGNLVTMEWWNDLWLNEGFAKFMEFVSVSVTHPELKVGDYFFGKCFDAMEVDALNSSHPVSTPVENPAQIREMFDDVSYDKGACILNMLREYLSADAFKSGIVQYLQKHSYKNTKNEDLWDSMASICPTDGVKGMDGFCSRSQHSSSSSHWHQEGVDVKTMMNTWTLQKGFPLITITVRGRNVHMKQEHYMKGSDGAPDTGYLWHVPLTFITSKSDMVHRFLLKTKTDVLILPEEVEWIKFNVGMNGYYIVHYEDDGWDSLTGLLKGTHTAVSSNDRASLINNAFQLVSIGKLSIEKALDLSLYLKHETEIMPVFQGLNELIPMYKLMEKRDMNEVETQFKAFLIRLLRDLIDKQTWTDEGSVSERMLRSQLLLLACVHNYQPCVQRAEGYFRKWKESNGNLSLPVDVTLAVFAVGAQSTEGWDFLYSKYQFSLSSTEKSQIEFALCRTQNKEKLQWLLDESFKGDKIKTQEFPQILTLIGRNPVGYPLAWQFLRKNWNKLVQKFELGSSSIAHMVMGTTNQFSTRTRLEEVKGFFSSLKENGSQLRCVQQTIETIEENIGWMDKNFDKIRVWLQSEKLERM
CASP6 VEID inh – blocks human caspase-6 cleavage activity | purified caspase-6, Z-VEID-R110 cleavage fluorescence | AID 686996 | P55212 | 350,000 tested, 0.53% active | inhibition, % at 12.5 µM;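 active = mean inhibition across replicates at least about 35%, with every replicate also reaching that limit, limit read from the data; inconclusive = only one of the two criteria met; inactive = neither criterion met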;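 note: 0% = median of neutral control wells and 100% = no fluorescence left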
SIRT5 block – sirtuin-5 (human) deacylase inhibition; Purified SirT5, succinyl-peptide AMC, trypsin-coupled fluorescence; AID 652115; inhibition, % at 15 µM; 330,000 tested, 1.1% active; Q9NXA8; in the data active = inhibition above about 15%; inconclusive = no clear call, values can overlap the other calls
miR122 inh – miR-122 inhibition in Huh7 cells; Huh7 miR-122 Renilla luciferase sensor, 48 h; neutral wells = 0, positive control = 100; activation (reporter increase), % at 12.5 µM; 340,000 tested, 0.3% active;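 active = mean replicate activation score at least 90 and every replicate individually at or above 90; inconclusive = only one of the two criteria met; inactive = neither criterion met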;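 note: higher luciferase means less miR-122 activity so hits act as miR-122 inhibitors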
CFTR F508del cor – correctors of CFTR F508del function in bronchial epithelial cells; 350,000 tested, 0.36% active; CFBE cells, YFP halide quenching; stimulated with forskolin plus potentiator P3; % fluorescence drop versus neutral controls; activity (quench increase), % at 7.58 µM;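 active = mean added fluorescence quench of at least 8% versus neutral control, with both replicates also reaching 8%; inconclusive = only one of the mean or replicate conditions met; inactive = mean below 8% and not both replicates reaching 8%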;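 note: cells transiently co-express mutant CFTR-F508del with the halide-sensitive YFP; corrector assay measuring rescue of mutant channel to the surface after 24 h compound exposure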
ERp5 block – ERp5 (human) disulfide isomerase inhibition; ERp5 insulin aggregation, absorbance 650 nm, 90 min; AID 651711; inhibition, % at 9.99 µM; 350,000 tested, 0.05% active;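 active = mean replicate inhibition above about 25%, with every replicate also reaching it, limit read from the data, passing the limit was not always enough; inconclusive = only one of those two criteria met; inactive = neither criterion met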
* marks the source's active call; other numbers are inactive results; ? = inconclusive; nt = no result given; & = joins results of further samples; [ ] = remark or other dose. Compounds as they come; any-hit rate near 4%.

Start of the data: the first 8 entries (preview)
no. | smiles | ERp5 block | DENV2 CPE | miR122 inh | CFTR F508del cor | CASP6 VEID inh | SIRT5 block | ERAP1 inh
1 | O=C(CN1CCCC1=O)NC1C2CC3CC(C2)CC1C3 (configuration not stated) | 3 | 9 | nt | -0.3 | -4 | 9 | 5
2 | CCCCSc1nc2c(c(=O)[nH]1)CCC2 | 1 | -11 | -8 | -4.8 | 1 | 0 | -4
3 | CC(C)[C@@H](C)NC(=O)N(C)C[C@@H]1OCc2ccccc2-c2ccccc2C(=O)N([C@@H](C)CO)C[C@H]1C | -5 | -7 | nt | 1.2 | -2 | 0 | 2
4 | COc1ccccc1N1CCN(/N=C/c2ccc([N+](=O)[O-])cc2)CC1 | 7 | -8 | -2 | 0.7 | -1 | -1 | 2
5 | CCCC(=O)O[C@]1(C(=O)CO)CC[C@H]2[C@@H]3CCC4=CC(=O)CC[C@]4(C)[C@H]3[C@@H](O)C[C@@]21C | -5 | -6 | -1 | 6.7 | -1 | -7 | 1
6 | O=C(C[C@@H]1CC[C@@H](NS(=O)(=O)c2ccc(F)cc2)[C@@H](CO)O1)N1CCc2ccccc2C1 | 1 | 8 | nt | 3.8 | 2 | -1 | -3
7 | COc1ccc(CC(=O)N(Cc2ccccc2)c2cccc(C)c2)cc1OC | 6 | 0 | -11 | 1.8 | 2 | 1 | 0
8 | CCC(=O)N1[C@H](CO)[C@@H](c2ccc(-c3ccc(F)cc3)cc2)C12CN(C(C)=O)C2 | -1 | -6 | nt | 1.8 | 1 | 0 | -2

Results (from the top)
no. | smiles | ERp5 block | DENV2 CPE | miR122 inh | CFTR F508del cor | CASP6 VEID inh | SIRT5 block | ERAP1 inh
1 | O=C(CN1CCCC1=O)NC1C2CC3CC(C2)CC1C3 (configuration not stated) | 3 | 9 | nt | -0.3 | -4 | 9 | 5
2 | CCCCSc1nc2c(c(=O)[nH]1)CCC2 | 1 | -11 | -8 | -4.8 | 1 | 0 | -4
3 | CC(C)[C@@H](C)NC(=O)N(C)C[C@@H]1OCc2ccccc2-c2ccccc2C(=O)N([C@@H](C)CO)C[C@H]1C | -5 | -7 | nt | 1.2 | -2 | 0 | 2
4 | COc1ccccc1N1CCN(/N=C/c2ccc([N+](=O)[O-])cc2)CC1 | 7 | -8 | -2 | 0.7 | -1 | -1 | 2
5 | CCCC(=O)O[C@]1(C(=O)CO)CC[C@H]2[C@@H]3CCC4=CC(=O)CC[C@]4(C)[C@H]3[C@@H](O)C[C@@]21C | -5 | -6 | -1 | 6.7 | -1 | -7 | 1
6 | O=C(C[C@@H]1CC[C@@H](NS(=O)(=O)c2ccc(F)cc2)[C@@H](CO)O1)N1CCc2ccccc2C1 | 1 | 8 | nt | 3.8 | 2 | -1 | -3
7 | COc1ccc(CC(=O)N(Cc2ccccc2)c2cccc(C)c2)cc1OC | 6 | 0 | -11 | 1.8 | 2 | 1 | 0
8 | CCC(=O)N1[C@H](CO)[C@@H](c2ccc(-c3ccc(F)cc3)cc2)C12CN(C(C)=O)C2 | -1 | -6 | nt | 1.8 | 1 | 0 | -2
9 | O=C1CNC[C@@H]2[C@@H](c3ccc(C#CC4CCCCC4)cc3)[C@H](CO)N12 | -2 | 9 | nt | 2.3 | 2 | -5 | -5
10 | CCCCC1(C2CCCC2)NC(=O)NC1=O (configuration not stated) | -4 | 8 | nt | 12* | -2 | -6 | 1
11 | CCOc1ccc(-c2nc3ccccc3c(=O)o2)cc1 | -11 | -3 | nt | 2.7 | 4 | -10 | -3
12 | c1ccc(C(c2ccccc2)c2noc(CN3CCC(c4ccncc4)CC3)n2)cc1 | 9 | 7 | -6 | 1.3 | -1 | -1 | -3
13 | Cc1ccccc1CN1[C@@H](C)[C@H](c2ccccc2)Oc2cccc(NCC(C)C)c2S1(=O)=O | 2 | -7 | nt | 2.0 | 63* | -2 | 2
14 | COc1cccc(OC)c1C(=O)Nc1ccc(C)cc1C(=O)c1ccccc1 | 3 | -3 | nt | nt | 0 | -1 | 4
15 | Cc1ccc(S(=O)(=O)Nc2ccc3c(c2)C(=O)N([C@@H](C)CO)C[C@@H](C)[C@H](CN(C)C(=O)Nc2cccc4ccccc24)O3)cc1 | -6 | -5 | -2[16.7 µM] | -0.7 | 5 | -3 | 2
16 | CCC(=O)Nc1ccc(-c2cc3ccccc3oc2=O)cc1 | 5 | 13 | nt | -3.0 | -1 | -1 | -2
17 | COc1ccc(S(=O)(=O)N2CCCC2CNC(=O)C(=O)NC2CCCC2)cc1 (configuration not stated) | -2 | -2 | -4 | 5.9 | 4 | nt | 11
18 | COC(=O)Cc1csc(/N=C/c2c(O)n(-c3cccc(C(F)(F)F)c3)c(=O)c3ccccc23)n1 | -2 | -4 | nt | -1.3 | 12 | 0 | -4
19 | O=C(Nc1ccncc1)c1cc(S(=O)(=O)N2CCCCC2)ccc1Cl | 8 | 0 | -7 | -0.6 | 1 | -1 | -7
20 | COc1cccc(NC(=O)C(=O)NCCC2CCCCN2S(=O)(=O)c2ccccc2)c1 (configuration not stated) | 0 | -4 | -2 | 1.0 | -1 | -1 | 1
21 | CNn1cnc2ccsc2c1=O | 2 | 2 | nt | 0.8 | -5 | -1 | nt
22 | COc1ccccc1N1CC(C)(C)C(=O)N(C(=O)c2ccc(C)cc2)C1=S | 1 | 5 | 1 | -1.9 | 6 | 3 | -3
23 | COc1ccc(C(C(=O)NCc2ccccc2)n2c(-c3ccccn3)nc3ccccc32)cc1 (configuration not stated) | -1 | -11 | nt | 6.2 | 6 | nt | -2
24 | CCCNC(=O)C[C@@H]1CC[C@@H]2[C@@H](COc3ccc(NS(=O)(=O)CC)cc3C(=O)N2C)O1 | -5 | -1 | 1[16.7 µM] | -2.8 | -1 | 1 | 0
25 | CCCCCNC(=O)C(c1ccc(OC)cc1)n1c(=O)c(-c2ccccc2)nc2ccccc21 (configuration not stated) | 3 | 6 | nt | 2.1 | -1 | -2 | -3

Other compounds follow.
no. | smiles | ERp5 block | DENV2 CPE | miR122 inh | CFTR F508del cor | CASP6 VEID inh | SIRT5 block | ERAP1 inh
26 | CCOc1ccc(NS(=O)(=O)c2ccc(C)c(C(=O)NCCCn3ccnc3)c2)cc1 | 3 | 1 | nt | 1.0 | -2 | -1 | 8
27 | Cc1ccccc1N1CC(C(=O)N2CC(C)OC(C)C2)CC1=O (configuration not stated) | 0 | -3 | nt | 4.2 | -4 | 1 | -3
28 | C[C@@H]1CN([C@@H](C)CO)C(=O)c2cc(N(C)C)ccc2O[C@H]1CN(C)S(=O)(=O)c1ccc(F)cc1 | -7 | -1 | 3[16.7 µM] | -0.5 | 3 | 0 | 0
29 | COC(=O)c1ccc(OC(=O)c2cccs2)cc1 | -4 | -5 | nt | -0.2 | 1 | -1 | -4
30 | C[C@H](CO)N1C[C@H](C)[C@@H](CN(C)Cc2ccc(C(=O)Nc3ccccc3N)cc2)Oc2ccc(NS(=O)(=O)c3cccs3)cc2CC1=O | 2 | 1 | 14[16.7 µM] | 2.6 | -1 | 0 | 0
31 | COc1ccc(NC(=O)Cn2c(=O)c(C)nc3ccccc32)cc1Cl | -2 | 2 | 3 | 2.7 | 1 | -7 | 1
32 | Cc1ccc(NC(=O)CN(C)C2CCCCC2)cc1Br | 11 | 14 | 6 | 1.0 | 0 | -1 | -1
33 | O=C(CC[C@H]1O[C@@H](n2cnc3c(NC(=O)c4ccccc4)ncnc32)[C@H](O)[C@@H]1O)NCc1ccccn1 | 7 | 0 | -1 | 5.1 | -1 | -3 | 1
34 | COc1cc(OCc2ccccc2)c(OC)c(OCc2ccccc2)c1 | -3 | 10 | 5 | 2.1 | 1 | -1 | 4
35 | Cc1ccc(CNC(=O)CCn2cc(-c3ccc(C)cc3)nc2-c2ccncc2)cc1 | 9&4 | nt | -1 | -0.6 | 0&1 | 0&0 | 11&-1
36 | C[C@@H]1CN([C@@H](C)CO)C(=O)Cc2cc(NC(=O)Cc3ccccc3)ccc2O[C@@H]1CN(C)S(=O)(=O)c1ccccc1 | 9 | 2 | -4[16.7 µM] | 2.2 | 2 | 6 | 1
37 | COc1ccccc1N1CCN(C(=O)[C@H](C)NS(=O)(=O)c2ccc3c(c2)OCCCO3)CC1 | -2 | -10 | -3 | 1.2 | -4 | -8 | 3
38 | Cc1cc(C)n(-c2ccc(NC(=O)C3CCN(Cc4cnc(C)s4)CC3)cc2)n1 | 19 | 1 | -5 | -2.7 | 2 | -3 | -4
39 | O=S(=O)(Nc1ccc(-c2cn3c(n2)SCC3)cc1)c1cccs1 | -1 | 2 | nt | nt | 4 | 0 | 3
40 | O=C1NC(=O)/C(=C\c2cn(Cc3ccccc3F)c3ccccc23)N1 | 3 | -5 | 2 | 0.9 | 2 | -2 | 1
41 | CC(=O)Nc1ccc(S(=O)(=O)N2CCN(C(=O)N3CCCCC3)CC2)cc1 | -2 | 0 | -1 | 1.2 | -2 | -1 | -3
42 | Cn1ccsc1=NC(=O)c1ccc(Cl)cc1 | 2 | -2 | nt | -1.6 | -3 | nt | 1
43 | CCN(CC)C(=O)CSc1nc(O)cc(=O)n1-c1ccccc1OC | 0 | 9 | nt | -1.8 | 0 | 0 | 5
44 | CCOc1ccccc1NC(=O)CN(Cc1ccccc1)S(C)(=O)=O | 1 | -5 | 9 | -0.4 | 0 | -1 | 0
45 | CCCc1cc(C(=O)N2CCC(n3nccc3NC(=O)c3ccc(OC)cc3)CC2)no1 | -1 | 4 | -13 | -0.9 | 2 | -4 | -2
46 | COc1ccccc1NC(=O)C[C@H]1CC[C@H]2[C@@H](COc3ccc(NS(C)(=O)=O)cc3C(=O)N2C)O1 | 0 | ? | nt | nt | 4 | 1 | 4
47 | COc1ccc(NC(=O)N2CC(=O)N3[C@@H](CO)[C@@H](c4ccc(-c5ccc(C)cc5)cc4)[C@@H]3C2)cc1 | 1 | -3 | nt | 0.3 | 0 | -4 | 2
48 | CCOc1ccc(NC(=O)c2ccccc2C(=O)c2ccccc2)cc1OCC | -8 | -1 | -2 | 0.9 | 3 | 0 | 1
49 | Cc1ccc(CNC(=O)c2nnn(CC(=O)Nc3cccc(C)c3C)c2N)cc1 | 2 | -2 | -3 | -0.6 | 3 | 6 | 1
50 | CCCCCCCCCCCCOC1OC(CO)C(O)C(O)C1NC(C)=O (configuration not stated) | 4 | 23* | -5 | -2.6 | 0 | nt | 3

(list continues)
no. | smiles | ERp5 block | DENV2 CPE | miR122 inh | CFTR F508del cor | CASP6 VEID inh | SIRT5 block | ERAP1 inh
51 | O=C(C[C@@H]1C=C[C@H](NC(=O)C2CC2)[C@H](CO)O1)NC1CCC1 | 1 | 1 | -3[16.7 µM] | -0.9 | 2 | 0 | 1
52 | C[C@@H]1CCCCO[C@H](CN(C)Cc2ccncc2)[C@@H](C)CN([C@@H](C)CO)C(=O)c2cc(NC(=O)Nc3ccc(F)cc3)ccc2O1 | nt | ? | 0[16.7 µM] | -1.6 | nt | nt | nt
53 | C[C@@H]1CN([C@H](C)CO)S(=O)(=O)c2ccc(-c3cccc(F)c3)cc2O[C@H]1CN(C)C | 5 | 1 | -5[16.7 µM] | 0.3 | 2 | -3 | -2
54 | O=C(C[C@H]1CC[C@H]2[C@@H](COC[C@H](O)CN2CCc2ccccc2)O1)NCCCN1CCOCC1 | -1 | 4 | -12[16.7 µM] | -6.3 | -31 | 4 | 0
55 | C=CCOc1ccc(C2C(C#N)=C(N)N(N(C)C)C3=C2C(=O)CCC3)cc1 (configuration not stated) | 0 | 8 | -5 | 1.6 | 5 | -1 | -5
56 | CO[C@H]1CN(C)C(=O)c2ccc(NC(=O)c3cnccn3)cc2OC[C@@H](C)N(C(=O)C2CC2)C[C@@H]1C | -2 | 7 | nt | -1.3 | 0 | -3 | -2
57 | COc1ccc(-n2c(N)c(Br)c(=O)[nH]c2=O)cc1 | -3 | 7 | 1 | -2.0 | 3 | -1 | 1
58 | COc1cc2c(cc1OC)CN(C(=O)c1cccc([N+](=O)[O-])c1)CC2 | -3 | 0 | -1 | 0.9 | 1 | 1 | 1
59 | Cc1onc(-c2c(Cl)cccc2Cl)c1C(=O)N1CCN(c2ccc(F)cc2)CC1 | -5 | -1 | -3 | -1.1 | -2 | -1 | -2
60 | Cc1ccnc(SCC(=O)N2CCc3ccccc3C2)n1 | 3 | 9 | nt | -1.7 | -1 | 1 | 0
